Coupling enz = inhibits coupling enzyme system, counter-screen for aldolase hits | actives 0.67% (n = 290,000) | activity change, negative = inhibition, % at 58.2 µM, hits read low | AID 2472 | coupling enzyme system counterscreen, AmpLite Red fluorescence; in the data active = activity change below about -30%; note: % is set by controls: 0 for no effect and ±100 for the full control effect
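Compounds tested against the coupling enzymes alone at 57.5 uM final; readout was AmpLite Red fluorescence (525/598 nm) after 20 min at RT.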
NPC1 prom act = NPC1 promoter activation; Huh7 NPC1 promoter luciferase reporter, 24 h; Potency, µM (top dose mostly 9.22 µM), for inactives: at the top dose activation, usual class: activators; actives 2.4% (n = 320,000); AID 485313;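 note: potency is the fitted concentration of half-maximal effect; % of control where 0% means no effect; nearly all actives have a fitted effect of over 60% in size; reporter is driven by a mutant NPC1 promoter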
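Stably transfected Huh7 (NPC1 promoter→luciferase), 1500 cells/well in Opti-MEM + 10% FBS, 2 h settle, then compound 24 h at 37 °C. Luminescence after 10 min with Amplite reagent.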
KCNH2 3.1 inh = blocks the human KCNH2 3.1 channel isoform; actives 0.95% (n = 340,000); U2OS KCNH2 3.1, thallium flux FluxOr; stronger effect = lower value; activity change, % (tested at about 1.8 µM);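 active = maximum activity change below -70%; inconclusive = maximum activity change from -70% to -50%; inactive = maximum activity change above -50%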;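 note: thallium influx rate constant from kinetic fluorescence after stimulation buffer; % is set by controls: 0 for no effect and ±100 for the full control effect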
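Normalized rate constant (relative to positive and negative DMSO controls) derived from a 2 min kinetic fluorescence read after stimulation; U2OS cells expressing the 3.1 isoform via virus at 1.77 x 10^8 /mL.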
ELG1 genotoxic = genotoxicity induction in ELG1-luciferase HEK293T cells | AID 504466 | actives 1.3% (n = 330,000) | Potency, µM (titrated, usually from 46 µM), for the others: at the top dose activity change, positive = activation, hits mostly activators | HEK293T ELG1-luciferase reporter, luminescence, 16 h; note: potency is the fitted concentration of half-maximal effect; % of control where 0% means no effect; nearly all actives have a fitted effect of over 60% in size
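After overnight (16 hr) compound treatment at 37 °C, ELG1-luciferase HEK293T cells were lysed with ONE-Glo; luminescence quantified 30 min later at room temperature.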
FLuc modulator = counter-screen for miR-21 project: firefly luciferase inhibitors or activators. actives 6.9% (n = 360,000). Potency, µM (top dose mostly 57.5 µM), for the others: at the highest dose activity change, negative = inhibition, most hits filed as inhibitors. P08659. purified FLuc, Km substrates, luminescence inhibition;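 note: potency is the fitted concentration of half-maximal effect; plate controls were vehicle for no effect and reference inhibitor for full effect; nearly all actives have a fitted effect of over 55% in size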
Target sequence (P08659 whole entry, looked up): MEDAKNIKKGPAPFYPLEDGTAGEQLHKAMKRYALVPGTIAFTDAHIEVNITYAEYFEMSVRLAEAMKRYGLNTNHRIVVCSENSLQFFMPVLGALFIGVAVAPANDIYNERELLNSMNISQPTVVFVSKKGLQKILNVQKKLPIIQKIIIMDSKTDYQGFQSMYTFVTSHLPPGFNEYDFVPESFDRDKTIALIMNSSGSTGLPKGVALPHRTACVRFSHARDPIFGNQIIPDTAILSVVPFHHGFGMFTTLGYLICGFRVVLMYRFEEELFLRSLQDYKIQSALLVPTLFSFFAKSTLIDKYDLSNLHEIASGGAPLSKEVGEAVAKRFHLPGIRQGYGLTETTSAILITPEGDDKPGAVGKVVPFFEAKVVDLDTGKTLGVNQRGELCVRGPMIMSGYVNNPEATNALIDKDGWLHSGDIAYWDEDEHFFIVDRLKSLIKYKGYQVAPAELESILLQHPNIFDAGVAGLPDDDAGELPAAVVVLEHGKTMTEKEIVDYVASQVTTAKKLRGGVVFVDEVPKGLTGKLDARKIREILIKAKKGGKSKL
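Biochemical qHTS of compounds, final roughly 60 µM downward over six points, against 10 nM purified firefly luciferase using Km concentrations of substrates (10 uM D-luciferin, 10 uM ATP) in Tris acetate pH 7.5 buffer; luminescence output.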
VP16 counter = Gal4-VP16 reporter inhibition counter-screen; actives 3.5% (n = 310,000); AID 2546; Drosophila S2 Gal4-VP16 UAS-luciferase, luminescence, 20 h; Potency, µM (highest dose often 53.6 µM), inactives show at the highest dose activity, negative = inhibition, hits mostly inhibitors;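 note: Gal4-VP16 expression switched on by copper sulfate through the metallothionein promoter; potency is the fitted concentration of half-maximal effect; % is set by controls: 0 for no effect and ±100 for the full control effect; nearly all actives have a fitted effect of over 50% in size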
Giardia killer = Giardia lamblia killing | actives 0.15% (n = 340,000) | activity change, % at 7.66 µM, hits read low | Giardia lamblia trophozoite viability; in the data active = activity change below about -80%; inconclusive = between about -30% and that limit;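 note: parasites exposed to compound for two days anaerobically before the ATP read; % is set by controls: 0 for no effect and ±100 for the full control effect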
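Trophozoites 100 cells/well + cpd; 48 hrs, 37 deg C, anaerobic. ATPLite 1-Step added, 15-30 min RT, luminescence read (ATP-based viability).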
Rab9 prom act = Rab9 promoter activation; Huh7 Rab9 promoter-luciferase reporter, luminescence, 24 h; Potency, µM (highest dose often 9.22 µM), for inactives: at the top dose activation, negative = inhibition, hits mostly activators; actives 2.8% (n = 320,000); note: potency is the fitted concentration of half-maximal effect; % of control where 0% means no effect; nearly all actives have a fitted effect of over 60% in size
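Cell-based reporter: Huh7 stable for Rab9 promoter-driven luciferase, plated in reduced-serum medium with 10% FBS at 1500 cells/well, compound-treated 24 h at 37 °C, luminescence read after 10 min reagent.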
RORgamma inh = blocks mouse ROR gamma transcriptional activity. Drosophila S2 Gal4-RORgamma UAS-luciferase reporter, 20 h. actives 5.4% (n = 310,000). Potency, µM (series often up to 53.6 µM), for inactives: at the highest dose activity change, negative = inhibition, usual class: inhibitors. P51450; note: potency is the fitted concentration of half-maximal effect; % is set by controls: 0 for no effect and ±100 for the full control effect; nearly all actives have a fitted effect of over 60% in size
Target sequence (P51450 whole entry, looked up, the tested form may be a part): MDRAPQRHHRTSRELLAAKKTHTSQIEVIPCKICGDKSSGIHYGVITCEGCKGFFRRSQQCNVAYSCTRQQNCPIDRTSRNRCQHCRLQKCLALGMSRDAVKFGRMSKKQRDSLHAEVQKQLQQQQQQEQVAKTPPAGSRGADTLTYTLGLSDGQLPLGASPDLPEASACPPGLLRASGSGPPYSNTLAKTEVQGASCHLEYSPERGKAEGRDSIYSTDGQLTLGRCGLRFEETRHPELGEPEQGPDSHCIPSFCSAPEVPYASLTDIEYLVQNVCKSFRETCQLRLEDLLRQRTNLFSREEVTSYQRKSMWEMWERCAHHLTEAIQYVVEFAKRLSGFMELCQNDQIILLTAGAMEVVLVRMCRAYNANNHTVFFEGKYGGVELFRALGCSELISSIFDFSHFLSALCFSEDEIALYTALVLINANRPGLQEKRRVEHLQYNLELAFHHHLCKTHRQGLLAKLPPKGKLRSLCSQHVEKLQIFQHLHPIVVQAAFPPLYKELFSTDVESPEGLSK
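Luciferase reporter read in Schneider cells carrying Gal4-RORγ (mouse) and UAS-Photinus luciferase; cells given compound 1 h before 700 uM copper sulfate induction, then incubated 20 h at ambient temperature.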
Tb PFK inh = inhibitors of T. brucei phosphofructokinase; actives 0.17% (n = 330,000); AID 485367; Potency, µM (highest dose often 57.5 µM), inactives show top-dose activity, negative = inhibition, most hits filed as inhibitors; O15648; T. brucei PFK, ADP-Glo luminescence;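 note: potency is the fitted concentration of half-maximal effect; 0% = uninhibited 1x PFK enzyme wells and -100% = no-enzyme wells; nearly all actives have a fitted effect of over 60% in size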
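1.25 nM PFK with 0.5 mM F6P and 0.1 mM ATP in 0.1 M TEA pH 8.0, 5 mM MgCl2, incubated 45 min at room temperature; ADP measured by ADP-Glo luminescence; compounds titrated up to 57 uM.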
uPA surface inh = cell surface uPA generation inhibition | Potency, µM (series often up to 38.3 µM), for the others: at the top dose activity change, negative = inhibition, usual class: inhibitors | actives 0.31% (n = 330,000) | cell surface uPA generation assay, qHTS; active = well fitted inhibition curve with a large enough effect; inconclusive = small, poorly fitted or top-dose-only effect; inactive = no such curve, though single readings can be large or run the other way; tested in mouse RAW 264.7 cells; note: potency is the fitted concentration of half-maximal effect; % is set by controls: 0 for no effect and ±100 for the full control effect; nearly all actives have a fitted effect of over 55% in size
Starred values were filed as active, the others as inactive; ? = inconclusive; · = not tested or not shown; & = joins results of further samples; [ ] = another dose, or the depositor's remark. Unless noted, calls come from the whole dose curve; as a rule, active = well fitted curve in the direction sought with a large enough effect; inconclusive = small, poorly fitted or top-dose-only effect, or another doubt; inactive = no such curve, though single readings can be large; an effect the other way counts as inactive or inconclusive.

compound,Coupling enz,NPC1 prom act,KCNH2 3.1 inh,ELG1 genotoxic,FLuc modulator,VP16 counter,Giardia killer,Rab9 prom act,RORgamma inh,Tb PFK inh,uPA surface inh
COC(=O)C1=C(C)N(Cc2ccccc2)C(=NCc2cccc(C(F)(F)F)c2)N[C@H]1c1cccc(C(F)(F)F)c1,-4,-3%,33,-11%,1%,?,-6,-6%,?,10%&4%,0%
Cc1ccc(NS(=O)(=O)c2ccc3c(c2)n(C)c(=O)n3C)cc1,9,1%,-13,1%,-2%,4%,-15,1%[1.84 µM],19%,2%,-8%
O=C(NCc1ccc2c(c1)OCO2)c1ccc(-c2ccc(Cl)cc2)o1,-3,2%,-12,-1%,?,-4%,14,2%,23%,2%,0%
COc1cccc(-c2nc(CS(=O)(=O)CC(=O)NCc3ccccc3)c(C)o2)c1,0,0%,0,2%,1%,-7%,20,-5%,19%,-1%,9%
CS(=O)(=O)c1ccc(Cl)c(NC(=O)COC(=O)CNC(=O)c2ccccc2)c1,2,-3%,-3,0%,0%,6%,3,-7%,12%,-1%,3%
Cc1cc(C(=O)N2CCN(c3ccc([N+](=O)[O-])cc3)CC2)co1,1,-4%,?,-2%,0%,-2%,7,-3%,20%,-3%,10%
Cc1cccc(SCC(=O)Nc2ccccc2[N+](=O)[O-])c1,-1,-2%,18,5%,-12%,12%,-2,4%,-3%,-5%,3%
Cc1nc(-c2ccc(Br)cc2)ccc1C(=O)O,10,1%,-9,-1%,-11%,-1%,4,-6%,-1%,1%,-3%
COc1ccccc1-n1cnnc1SCC(=O)Nc1cccnc1Cl,1,-1%,17,-5%,0%,-18%,-1,3%,28%,-2%,0%
CC(C)CCNC(=O)NC(=O)COc1c(F)c(F)cc(F)c1F,1,-2%,-13,2%,3%,-1%,-8,6%,17%,0%,15%
Oc1ccc(C2Nc3cccc4cccc(c34)N2)c(O)c1,-8,20%,2,0%,?,-1%,3,?,?,1%,9%
Cc1c(C(=O)Nc2ccc(Cc3ccncc3)cc2)cccc1[N+](=O)[O-],-5,-5%,14,4%,3%,?,-14,-13%,?,-1%,4%
CCN(CC)S(=O)(=O)c1ccc(N2CCCC2)c(NS(=O)(=O)c2ccc(OC)cc2)c1,1,-3%,-4,1%,0%,-4%,-1,-15%,20%,-5%,-3%
O=C(COC(=O)Cc1n[nH]c(=O)c2ccccc12)Nc1ccc(Cl)cn1,·,-6%,-2,1%,0%,·,-20,-4%,·,0%,-18%
Cc1cccc(N(C(=O)c2ccco2)C(C(=O)NC2CCCC2)c2ccco2)c1C (stereo not given),1,-4%,-11,0%,0%,0%,-12,-4%,17%,8%,10%
C=CCS(=O)(=O)N1CCCC(N2CCN(c3ccccc3OC)CC2)C1 (stereo not given),1,-1%,-11,-1%,-1%,-12%,-2,0%,-16%,0%,0%
c1cncc(N=c2scc(-c3cccc4ccccc34)n2CCCn2ccnc2)c1,0,-2%,-25,-7%,2%,1%,-18,2%,?,?,2%
CCN1C(=O)c2cccc3c(N)ccc1c23,-57*,6%,20,21µM*,?,0%,-4,8%,-31%,3%,?
Cc1ccc(OCCNC(=O)c2ccco2)cc1C,1,12%,-1,?,?,10%,-25,15%,-7%,2%,-4%
N#CCCN(C(=O)COC(=O)CCc1c[nH]c2ccccc12)c1ccccc1,·,-1%,-9,-4%,5%,·,-10,-2%,·,-4%,4%
CCOC(=O)c1ccc(N2C(=O)C3C(C2=O)C(C(=O)c2ccc(Cl)cc2)N2CCCC32)cc1 (stereo not given),-1,0%,-20,?,1%,?,6,0%,?,-1%,-9%
CC(=O)Nc1cccc(OCCCNC(=O)c2cccc3ccccc23)c1,1,14%,2,-2%,?,6%,-8,4%,?,-7%,-3%
CC1CCN(S(=O)(=O)c2cccc(C(=O)Nc3ccccn3)c2)CC1,-1,-2%,-1,-5%,-1%,·,-20,3%,-2%[0.365 µM],3%,1%
COc1ccc(C(=O)OCC(=O)NC2CCCC2)c(OC)c1OC,9,-3%,9,2%,1%,7%,-5,-3%[1.84 µM],-16%,-1%,-2%
O=C(NC1CCCC1)c1cccc(Oc2ccccc2)c1,0,12%,·,-1%,?,7%,-24,27%,?,1%,-4%
C/C(=N/NC(=O)c1ccc(-c2ccccc2)cc1)c1cc(O)cc(O)c1,·,19%,1,0%,?,1%,-12,-1%,-1%,2%,1%
CC(=O)Oc1cccc(N2C(=O)C3CC=CCC3C2=O)c1 (stereo not given),-2,-2%,7,2%,-1%,2%,6,-1%,16%,-1%,2%
CC(NC(=O)c1ccc(F)cc1)c1nc2ccccc2n1Cc1ccccc1F (stereo not given),0,-4%,-18,-9%,5%,-4%,-3,1%,18µM*,0%,·
Cn1nccc1C(=O)N1CCN(S(=O)(=O)c2ccc(Br)s2)CC1,·,13%,1,5%,-1%,0%,5,20%,32%,0%,-10%
Cc1cc(OCc2cc(C(=O)NCc3cc(C(C)C)no3)no2)cc(C)c1Cl,·,1.4µM*,7,3.7µM*,4.8µM*,-9%,4,1µM*,-27%,-3%,7%
COc1ccc(C2=NS(=O)(=O)N(C)C(C(=O)NCc3ccccn3)=C2)cc1,1,-5%,-9,4%,?,2%,1,2%,-39%,1%,-6%
C#CCOCCOCCOCCNc1nc(N2CCN(C(=O)CCCCCCCCCCNC(=O)[C@H](CCCCN)n3cc(CCCC(=O)O)nn3)CC2)nc(N2CCN(C(=O)CCCCCCCCCCNC(=O)[C@H](CCCN=C(N)N)n3cc(C[C@@H](C)CC)nn3)CC2)n1,·,0%,1,6%,3%,·,3,-3%,·,-12%,-3%
CC(C)(C)NC(=O)CN1CCN(C(=O)CCl)CC1,0,-1%,4,-3%,14%,-1%,10,-2%,-6%,0%,-6%
Cc1ccc(CN(C)C(=O)c2ccccc2NC(=O)c2ccccc2)o1,·,2%,-9,1%,2%,·,-2,-3%,·,-1%,-35%
CC(=O)N1CCc2cc(S(=O)(=O)NC(C(=O)Nc3ccc4c(c3)OCCO4)C(C)C)ccc21 (stereo not given),-1,2%,5,15%,0%,-9%,-2,-3%,-2%,0%,4%
CC(NC(=O)C(=O)N/N=C/c1ccccc1)c1ccccc1 (stereo not given),3,0%,0,9%,3%,-13%,20,-1%,-9%,2%,14%
O=C(OCc1ccccc1)/C(=C/c1ccccc1Cl)NC(=O)c1ccco1,·,-5%,-24,2%,4%,0%,-10,1%,?,-3%,-18%
CCN1CCN(c2ccc(Cl)cc2NC(=O)c2ccco2)CC1,·,-4%,-17,-2%,·,·,2,-3%,·,-7%,?
COc1ccc(OCc2nnc(SCC(=O)Nc3cccc(Cl)c3)o2)cc1,0,-2%,-4,0%,19µM*,-4%,0,0%,-10%,-3%,8%
Cc1ccc(NC(=O)COC(=O)C2=NNC(=O)CC2)c(Br)c1,·,·,-3,0%,·,·,-2,·,·,-19%,-10%

Entries from the list above that have two or more sulfur atoms, in the order listed:
compound,Coupling enz,NPC1 prom act,KCNH2 3.1 inh,ELG1 genotoxic,FLuc modulator,VP16 counter,Giardia killer,Rab9 prom act,RORgamma inh,Tb PFK inh,uPA surface inh
CCN(CC)S(=O)(=O)c1ccc(N2CCCC2)c(NS(=O)(=O)c2ccc(OC)cc2)c1,1,-3%,-4,1%,0%,-4%,-1,-15%,20%,-5%,-3%
Cn1nccc1C(=O)N1CCN(S(=O)(=O)c2ccc(Br)s2)CC1,·,13%,1,5%,-1%,0%,5,20%,32%,0%,-10%

Going on with the list.
compound,Coupling enz,NPC1 prom act,KCNH2 3.1 inh,ELG1 genotoxic,FLuc modulator,VP16 counter,Giardia killer,Rab9 prom act,RORgamma inh,Tb PFK inh,uPA surface inh
CCNc1nc(C#N)nc2c1ncn2-c1cc(F)cc(F)c1,·,-4%,·,-1%,2%,·,16,-8%,·,3%,6%
CC(OC(=O)c1cccc(Cl)c1)C(=O)NC1CCCCC1C (stereo not given),·,6%,9,-8%,3%,10%,17,5%,-17%,1%,0%
Nc1cc(Cl)nc(N/N=C/c2ccccc2[N+](=O)[O-])n1,-2,?,15,25%,24µM*,-25%,-13,?,13%,2%,2%
CCCC(=O)NC(Nc1ccccc1F)C(Cl)(Cl)Cl (stereo not given),-1,8%,·,-4%,0%,3%,·,-1%,4%,0%,·
COc1ccc(-c2cc(=O)oc3cc(OCC(C)=O)ccc23)cc1,1,1%,-9,5%,?,2%,3,-6%,-7%,-3%,-4%
O=C(NCCN1CCOCC1)c1csc2c1CCCCC2,-3,-3%,1,1%,6%,-6%,-4,4%,11%,2%,7%
O=C(CCCNS(=O)(=O)c1ccc(Cl)c(Cl)c1)NCCc1ccccn1,2,-10%,-4,0%,-3%,2%,14,0%,-28%,-3%,-1%
NNC(=O)[C@@H]1C[C@@H]1c1ccccc1,1,-2%,-6,1%,3%,-4%,1,-4%,-7%[10 µM],-1%,?

Screens (PubChem BioAssay)
